# Bioassay records from PubChem BioAssay.
# RmlCD inh 1536 = M. tuberculosis RmlC/RmlD coupled enzyme inhibitors, primary screen, biochemical, compound mixtures, 384-well, from 1536-well plates; dTDP-4-dehydrorhamnose reductase (Mycobacterium tuberculosis (strain ATCC 25618 / H37Rv)) …; 0.03% of 160,000 active; inhibition, % at 3.6 µM; RmlC+RmlD coupled enzyme assay, percent inhibition; primary screen in compound mixtures; in the data active = inhibition mostly above about 34%, no sharp cut-off; also: some results filed as inactive read as strong as hits
# Target sequence (P9WH09 whole entry, looked up): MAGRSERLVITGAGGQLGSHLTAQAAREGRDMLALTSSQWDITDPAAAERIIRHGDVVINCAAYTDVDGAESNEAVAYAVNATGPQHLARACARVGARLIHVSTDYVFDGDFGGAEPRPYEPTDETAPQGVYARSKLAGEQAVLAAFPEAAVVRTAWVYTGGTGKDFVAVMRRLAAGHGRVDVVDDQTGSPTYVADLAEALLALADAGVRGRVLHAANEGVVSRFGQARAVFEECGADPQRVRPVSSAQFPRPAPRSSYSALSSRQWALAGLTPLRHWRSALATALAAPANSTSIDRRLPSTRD
# Target sequence (P9WH11 whole entry, looked up): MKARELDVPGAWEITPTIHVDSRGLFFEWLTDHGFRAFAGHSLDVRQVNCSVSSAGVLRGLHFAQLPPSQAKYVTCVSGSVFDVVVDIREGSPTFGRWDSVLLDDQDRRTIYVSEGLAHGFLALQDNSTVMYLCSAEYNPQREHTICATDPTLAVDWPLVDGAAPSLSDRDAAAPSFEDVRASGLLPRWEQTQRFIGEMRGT
# GlmU inhibition = inhibition of mycobacterial GlmU enzyme – biochemical, glucosamine-1-phosphate acetyltransferase (AID 1376); Bifunctional protein GlmU (Mycobacterium tuberculosis (strain ATCC 25618 / H37Rv)); M. tuberculosis GlmU acetyltransferase enzyme assay; higher % means a stronger effect; inhibition, %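 (tested at 30 µM in the primary screen)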, or IC50 in µM where a hit was titrated; 0.25% of 220,000 active; in the data active = inhibition above about 13%;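 also: 0% = complete reaction with vehicle and 100% = reaction without substrate; strong numbers were not always called active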
# Starred values were filed as active, the others as inactive; / = no result given.
SMILES,RmlCD inh 1536,GlmU inhibition
COc1ccc(C(=O)N2CCN(C3CCC(c4ccccc4)CC3)CC2)cc1OC (stereo not drawn),/,-1.7%
CCOC(=O)N1CCN(CC(=O)c2c(C)[nH]c3ccccc23)CC1,/,0.8%
CSc1ccc(/C=C(\C#N)C(=O)NC2CCCCC2C)cc1 (stereo not drawn),/,2.0%
c1ccc(Oc2cccc3cccnc23)nc1,-12,-3.6%
COc1ccc(CNC(=O)C(=O)NCC2CCCO2)cc1 (stereo not drawn),-4,-0.7%
Nc1c(NCc2ccccc2)c(=O)[nH]c(=O)n1Cc1ccccc1,/,-4.4%
CCOc1cc(/C=N/NS(=O)(=O)c2ccccc2)ccc1OS(=O)(=O)c1ccc(C)cc1,-3,5.1%
O=C(Oc1c(Br)cc(Br)c2cccnc12)N1CCCCC1,4,0.8%
COc1ccc(C)cc1N(CC(=O)Nc1cccc(N(C)S(C)(=O)=O)c1)S(C)(=O)=O,-6,4.6%
CSCc1nc2scc(-c3ccccc3)c2c(=O)[nH]1,9,-4.4%
CCOc1cc(/C=N/NC(=O)c2ccncc2)cc(Cl)c1OS(C)(=O)=O,1,-3.0%
O=C(CCC(=O)c1cccs1)NCc1ccncc1,-9,8.8%
Clc1ccc(-c2csc3ncnc(N4CCc5ccccc5C4)c23)cc1,37,-8.0%
Cc1nc(CCNC(=O)COc2ccccc2)cs1,/,-4.8%
C[C@H]1C=C(C(=O)NCc2nc3ccccc3[nH]2)O[C@@H](OCCCCO)C1,/,-3.8%

# A portion from the list above, as a working copy:
SMILES,RmlCD inh 1536,GlmU inhibition
COc1ccc(CNC(=O)C(=O)NCC2CCCO2)cc1 (stereo not drawn),-4,-0.7%
Nc1c(NCc2ccccc2)c(=O)[nH]c(=O)n1Cc1ccccc1,/,-4.4%
CCOc1cc(/C=N/NS(=O)(=O)c2ccccc2)ccc1OS(=O)(=O)c1ccc(C)cc1,-3,5.1%

# Next section:
SMILES,RmlCD inh 1536,GlmU inhibition
COc1ccc(NC(=S)N(Cc2cccnc2)Cc2ccco2)cc1,-14,4.8%
O=C(N/N=C/c1ccc2c(c1)OCO2)c1cc(-c2ccccc2)nc2ccccc12,11,-5.4%
COC(=O)CSc1nnc(SCc2ccccc2)s1,-5,-3.6%
N#C/C(=C\c1c[nH]c2ccccc12)C(=O)Nc1ncc(Cc2ccc(Cl)cc2Cl)s1,12,-0.1%
CCCCn1c(SCC(=O)NCc2ccco2)nnc1-c1ccoc1C,/,-1.8%
O=C(NCC1CCCO1)C1CCN(C2CCN(Cc3ccco3)CC2)CC1 (stereo not drawn),-9,0.1%
Cc1cnn(C(=O)c2cc(-c3ccccn3)nc3ccc(Cl)cc23)c1,-2,-8.7%
COn1c(-c2ccccc2)nc2c1CCc1c-2no[n+]1[O-],1,-2.0%
O=C(CSCc1ccc(Cl)cc1Cl)Nc1nccs1,/,-5.6%
O=[N+]([O-])c1ccc2c(c1)nc1n2CCCCC1,10,-6.4%
CC1(C)C[C@H](O)[C@@]23C[C@@H](OC2=O)[C@]2(C)C(=CCC4[C@@]5(C)CC[C@H](O)C(C)(C)C5CC[C@]42C)[C@@H]3C1 (stereo partly drawn),/,4.7%
O=C(Nc1ccc(Cl)cc1)c1csc(Cc2ccccc2)n1,10,-1.5%
CCO[C@H]1OC(C(=O)NCc2ccccc2)=C[C@@H](C)[C@@H]1CCCO,/,-0.2%
CCOCCCn1c(=S)[nH]c2cc(C(=O)NCC(OC)OC)ccc2c1=O,-35,1.9%
CCOc1cc(/C=N/O)ccc1OS(=O)(=O)c1ccc(C)cc1,/,0.7%
O=C(Nc1nnc(-c2ccccc2Cl)o1)c1ccco1,10,1.1%
COc1ccc(C(=O)C2CCCN(Cc3c(C)[nH]c4ccccc34)C2)c(OC)c1 (stereo not drawn),-7,-0.3%
CN(c1ccccc1)c1nc(N)c([N+](=O)[O-])c(N2CCOCC2)n1,-46,5.8%
COCCCNC(=O)NC(=O)c1ccccc1,5,9.4%
CCCCCCOc1ccc(OC(=O)c2ccncc2)cc1,/,-0.8%
CC1=NN(C(N)=S)C(C)(C)C1,-7,2.6%
O=C(O)CCCC(=O)N1N=C(c2ccccc2)CC1c1ccc2nccnc2c1 (stereo not drawn),2,-2.4%
Cn1c(/C(C#N)=C2/CCCCCN2)nc2ccccc21,13,0.2%
Cc1cc([N+](=O)[O-])nn1CCC(=O)Nc1nccs1,-5,-4.8%
Cc1c(Cl)cnc(NC(=O)COC(=O)c2cccc(S(=O)(=O)N3CCc4ccccc4C3)c2)c1Cl,2,-2.8%
Cn1c(NCCCN2CCOCC2)nc2c1c(=O)n(Cc1ccc(Cl)cc1Cl)c(=O)n2C,/,-6.2%
CCOC(=O)C1(S(=O)(=O)c2ccc(Cl)cc2)CCN(Cc2ccccc2)CC1,0,-7.5%
Cc1noc(C)c1C(=O)NCc1ccco1,/,2.1%
CCCCn1c(-c2csc3ccccc23)n[nH]c1=S,13,/
O=C(Nc1nnc(COc2ccccc2F)s1)Nc1ccccc1F,/,-4.4%
Cc1cc(C)nc(SCc2ccc(C(=O)N/N=C/c3ccc(C(=O)O)cc3)cc2)n1,5,2.9%
Oc1cccc2c(NC(=S)Nc3ccc(SC(F)F)cc3)cccc12,1,6.9%
COc1ccccc1/C=C/C=N/NC(=O)c1ccncc1,1,3.5%
CC(=O)N(c1ccccc1)c1nc(/C=C/C(=O)O)cs1,1,-4.2%
Cn1cccc1C(=O)OCc1cc(Cl)cc2c1OCOC2,/,0.0%
C=CCN1CC(C)/C(=N\O)CC1C (stereo not drawn),3,0.5%
CCc1c(C)nc(N)n2c(SCC(=O)Nc3ccccc3OC)nnc12,5,-2.0%
COc1ccc(/C(O)=C2/C(=O)C(=O)N(CC3CCCO3)C2c2ccc(O)c(OC)c2)cc1 (stereo not drawn),10,2.5%
CCOC(=O)c1c(-c2ccc(C)s2)csc1NC(=O)c1cccs1,0,3.7%
Cc1ccc(C)c(NC(=O)c2sc(Cl)nc2-c2ccccc2)c1,/,-6.7%
CCN(CC)S(=O)(=O)c1ccc(C(=O)NC(C)(C)C)cc1,/,0.0%
CN1/C(=C/C=C(C#N)C#N)C(C)(C)c2ccccc21,-7,-1.0%
O=S(=O)(Cc1cc(-c2ccc(Cl)cc2)no1)c1ccccc1,10,-0.8%
Cc1nccn1CC1CCc2c(c3ccccc3n2C)C1=O (stereo not drawn),/,5.1%
CC(C)(C)NC(=O)Nc1ccccc1C(N)=O,-14,4.1%

# Compound profiles (already shown). Values in the order: RmlCD inh 1536 | GlmU inhibition
# Entry for CC(C)(C)NC(=O)Nc1ccccc1C(N)=O → -14 | 4.1%
# Entry for Cn1cccc1C(=O)OCc1cc(Cl)cc2c1OCOC2 → / | 0.0%
# Entry for COc1ccccc1/C=C/C=N/NC(=O)c1ccncc1 → 1 | 3.5%
# Entry for CN1/C(=C/C=C(C#N)C#N)C(C)(C)c2ccccc21 → -7 | -1.0%
# Entry for Cc1ccc(C)c(NC(=O)c2sc(Cl)nc2-c2ccccc2)c1 → / | -6.7%

# New compounds follow.
SMILES,RmlCD inh 1536,GlmU inhibition
COc1ccc(CC(=O)OCC(=O)N2N=C(c3ccccc3)CC2c2ccc(OC)cc2)cc1 (stereo not drawn),/,3.6%
N#Cc1cc(Sc2ccccn2)c([N+](=O)[O-])cc1C#N,2,-1.0%
C=CCn1c(SCC(=O)O)nc2sc(CC)cc2c1=O,-2,1.8%
O=c1[nH]c2cccnc2n(CCNc2ncc(C(F)(F)F)cc2Cl)c1=O,-5,7.5%
CSc1nc(N2CCN(C)CC2)c2c(c1C#N)CC(C)(C)OC2,-17,2.6%
CC(C)C(=O)Nc1cccc(C(=O)Nc2ccc3c(c2)OCO3)c1,12,-1.7%
CCOC(=O)Cn1nc(C)c(NC(=O)c2cccc([N+](=O)[O-])c2)c1C,-3,7.4%
CC(=O)Nc1ccc(NC(=O)Cc2ccc(S(=O)(=O)N3CCCCC3)s2)cc1,/,2.4%
CN(C)CCOC(=O)c1cn(Cc2ccccc2)c2ccccc12,/,-0.7%
O=C(c1ccccc1)N(NC(=O)C(O)(c1ccccc1)c1ccccc1)c1cccc(F)c1,16,1.0%
O=[N+]([O-])c1cccc(/C=N/Nc2nc(N3CCCCC3)nc(N3CCCCC3)n2)c1,2,2.5%
CCOCCCNc1nc2c(c(=O)n(C)c(=O)n2C)n1CCCc1ccccc1,/,8.0%
CC(C)(C)n1cnc2cc(NC(=O)c3cccs3)ccc21,-9,4.8%
O=C(c1ccc(O)cc1)c1ccc(C(=O)O)c(C(=O)O)c1,17,13%*
COc1ccc(CCn2c(NN=C3CCCC3)nc3c2c(=O)[nH]c(=O)n3C)cc1,14,1.3%
CN(C)CCn1c(=O)n(Cc2ccco2)c(=O)c2c3c(sc21)CCCCC3,-1,-1.5%
NNC(=O)c1sc2cc(C(F)(F)F)cnc2c1-c1cccs1,-14,0.5%
NS(=O)(=O)c1ccc(-n2ncc3c(=O)[nH]c(SCC(=O)Nc4nccs4)nc32)cc1,/,2.7%
CCC(=O)Nc1cccc(C(=O)/C=C/c2cc(Br)ccc2OC)c1,/,1.5%
C=CCn1c(SCc2cccc(C#N)c2)nnc1-c1ccccc1O,6,-3.9%
CC(C)CNS(=O)(=O)c1ccc(OCC(=O)Nc2ccc3c(c2)OCCO3)cc1,/,1.9%
O=C(CSc1ncn[nH]1)NC12CC3CC(CC(C3)C1)C2,19,1.5%
O=C(NCc1cccc(Cl)c1)c1cccc(C(F)(F)F)c1,10,2.0%
Cc1ccccc1NC(=O)NCC1CCN(C(=O)OC(C)(C)C)CC1,11,2.2%
O=C(O)CC(NC(=O)CCC1CCCCC1)c1cc([N+](=O)[O-])ccc1Cl (stereo not drawn),17,-0.3%
Cc1ccccc1C(=O)NNc1ccc(-c2csnn2)cc1,-8,2.5%
Cc1cccc(N2CCN(C(=O)CN3CCOc4ccccc43)CC2C)c1 (stereo not drawn),/,2.8%
CCN(c1ccccc1)S(=O)(=O)c1ccc(C(=O)Nc2nccs2)cc1,/,3.3%
CN(C)S(=O)(=O)c1cccc(NC(=O)COC(=O)CCc2nc3ccccc3s2)c1,44,-0.2%
Cc1cc(C(=O)CSc2nnnn2C)c(C)n1-c1cccc(F)c1,/,2.5%
CC1CC(C)CN(c2ccc(C(=O)OCC(=O)NC3CCCc4ccccc43)cc2[N+](=O)[O-])C1 (stereo not drawn),-11,0.8%
CCOC(=O)c1ccc(N2C(=O)C(CC(N)=O)N(CCc3ccc(OC)c(OC)c3)C2=S)cc1 (stereo not drawn),3,1.5%
CC1=CC(C)(C)n2c(O)c(N=N)c3cc(C)cc1c32,1,-7.0%
CC(=O)NS(=O)(=O)c1ccc(NC(=O)/C=C/c2ccc(C)o2)cc1,-9,-2.1%
O=C(CNC(=O)c1cccs1)NCC(=O)OCc1cccc(Cl)c1,8,-1.5%
CCO[C@@H]1OC(C(=O)NC2CC2)=C[C@H](C(C)(C)C)[C@H]1CCCO,/,3.2%
O=P(c1ccccc1)(c1nc2ccccc2s1)N1CCOCC1 (stereo not drawn),-3,4.0%
COc1ccc(CCNC(=O)C2CCC(CNS(=O)(=O)c3ccc(F)cc3)CC2)cc1OC (stereo not drawn),-9,5.2%
O=c1c2ccccc2nc(SCc2cc([N+](=O)[O-])cc3c2OCOC3)n1-c1ccccc1,4,-4.4%
Cc1cc(C(F)(F)F)n(-c2nc(C(=O)O)cs2)n1,11,-5.8%
CCOC(=O)c1cnc2c(cnn2C)c1NCc1ccc(OC)cc1,0,-4.7%
CCOc1ccc(NC(=O)[C@@H](NC(=O)c2ccccc2)[C@@H](C)CC)cc1,1,2.4%
Cc1ccc(NC(=O)C2CC(=O)NC(N3CCc4ccccc43)=N2)cc1 (stereo not drawn),3,6.4%
Nc1nc2n(n1)C(=O)CC(c1ccc(Cl)cc1)N2 (stereo not drawn),-9,-2.2%
COCCNC(=O)[C@H](C)[C@H]1C[C@]1(C)[C@H](NC(=O)OCc1ccccc1)c1ccccc1,/,-0.4%
O=C(CCc1nnc(-c2ccsc2)o1)N1CCCCC1CCn1ccnc1 (stereo not drawn),-9,1.7%
CCC(C)N(C(=O)CSc1nc(-c2ccccc2)cs1)C1CCS(=O)(=O)C1 (stereo not drawn),/,-1.5%
O=C(CN1CCOc2ccccc21)N1CCC(Cc2ccccc2)CC1,/,-1.6%
CCCCCc1c(C)nc(Nc2ccccc2)[nH]c1=O,10,3.8%
COc1ccc(CCCC(=O)N/N=C/c2ccc(C)cc2)cc1,-4,1.0%
CSc1nccc(Oc2cccc(C#N)c2)n1,-16,2.7%
CCOc1ccccc1N1CCN(C(=S)NCc2ccccc2)CC1,8,-5.6%
CNS(=O)(=O)c1ccc2ccccc2c1,-4,-0.8%
O=C(Nc1ccccc1-c1nc2ccccc2s1)c1cccnc1,-10,2.3%

# An excerpt, so the mix of outcomes need not match the whole.
